ERG Ets-DNA blk = qHTS for Small Molecule Inhibitors of the ERG Ets/DNA interaction. Transcriptional regulator ERG (Homo sapiens), P11308. fluorescence polarization, His-ERG Ets domain / labelled DNA. Potency, µM (doses to about 76.9 µM), for the others: top-dose FP activity, negative = inhibition, hits mostly inhibitors. 370,000 tested, 0.028% active. AID 624246, 2012; active = well fitted inhibition curve with a large enough effect in the polarisation, with a control signal flat; inconclusive = small, poorly fitted or top-dose-only effect, or effect the other way, or a change in a side signal; inactive = no such curve, though single readings can be large or run the other way; the % refers to the polarisation;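 also: polarization taken with two DNA probes labelled with fluorescein and Texas red; potency is read from the fitted curve at half-maximal effect; % of control where 0% means no effect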
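His-tagged ERG Ets domain (1 uM in the protein solution; 300mM KCl, 50mM Tris-HCl, 1mM EDTA, 1mM DTT, pH 7.5) received compound, then a probe mix of 5 nM fluorescein-DNA and 100nM Texas-615-DNA. Fluorescence polarization was read for both dyes.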
PGK inhibitor = qHTS Assay to Find Inhibitors of Phosphoglycerate Kinase; Potency, µM (series often up to 57.5 µM), without a hit: at the highest dose activity change, negative = inhibition, most hits filed as inhibitors; AID 602233, 2012; 380,000 tested, 0.043% active; PGK/GAPDH coupled, Kinase-Glo luminescence, 60 min; Phosphoglycerate kinase, glycosomal (Trypanosoma brucei brucei), P07378; also: potency is read from the fitted curve at half-maximal effect; % is scaled to controls: 0 for no effect and ±100 for the full control effect; nearly all actives have a fitted effect of over 60% in size
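Recombinant glycosomal PGK reaction used 1,3-bisphosphoglycerate generated in-well by GAPDH (100nM final) in 100mM TEA pH 7.6, 5mM MgCl2, 0.01% Tween-20. After 60 minutes at room temperature, ATP was read by Kinase-Glo Plus luminescence end-point.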
HP1b binding inh = HTS for Inhibitors of HP1-beta Chromodomain Interactions with Methylated Histone Tails | Chromobox protein homolog 1 (Homo sapiens), P83916 | AlphaScreen HP1-beta / biotin-H3K9me3 peptide binding | Potency, µM (doses to about 114 µM), inactives show at the top dose activity change, negative = inhibition, usual class: inhibitors | 390,000 tested, 0.56% active; also: potency is read from the fitted curve at half-maximal effect; nearly all actives have a fitted effect of over 70% in size; inactives centre near 23
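HP1-beta protein (50 nM final) preincubated 30 min at room temperature with biotinylated H3(1-18)K9me3 peptide (50 nM) in PBS pH 7.4, 0.01% Tween-20, then compound added for 30 min. AlphaScreen streptavidin donor/nickel chelate acceptor beads (10 ug/mL final), 30 min dark, luminescence read.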
G9a block = qHTS Assay for Inhibitors of Histone Lysine Methyltransferase G9a. Histone-lysine N-methyltransferase EHMT2 (Homo sapiens), Q96KQ7. G9a H3K9 monomethylation, AlphaScreen, 2 h. Potency, µM (top dose mostly 102 µM), for the others: at the top dose activity, negative = inhibition, hits mostly inhibitors. 350,000 tested, 8.8% active. AID 504332, 2011; also: potency is read from the fitted curve at half-maximal effect; % is scaled to controls: 0 for no effect and ±100 for the full control effect; nearly all actives have a fitted effect of over 75% in size
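Methyltransferase reactions run at room temperature for 2 h (20 nM enzyme, 500 nM biotin-H3K9 peptide, 20 uM SAM) after a 15 min compound preincubation; product detected by AlphaScreen beads and anti-H3K9me1 antibody.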
PI4K2A block = qHTS for small molecular inhibitors of PI4K2A; AID 1346378, 2018; purified PI4K2A, ADP-Glo luminescence, 1 h; stronger effect = lower value; activity change, negative = inhibition, % at 76.9 µM; 420,000 tested, 0.13% active; in the data active = activity change below about -50%; inconclusive = mostly about -30% to -49%;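 also: -100% = wells without enzyme as full effect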
Target sequence (Q9BTU6 whole entry, looked up): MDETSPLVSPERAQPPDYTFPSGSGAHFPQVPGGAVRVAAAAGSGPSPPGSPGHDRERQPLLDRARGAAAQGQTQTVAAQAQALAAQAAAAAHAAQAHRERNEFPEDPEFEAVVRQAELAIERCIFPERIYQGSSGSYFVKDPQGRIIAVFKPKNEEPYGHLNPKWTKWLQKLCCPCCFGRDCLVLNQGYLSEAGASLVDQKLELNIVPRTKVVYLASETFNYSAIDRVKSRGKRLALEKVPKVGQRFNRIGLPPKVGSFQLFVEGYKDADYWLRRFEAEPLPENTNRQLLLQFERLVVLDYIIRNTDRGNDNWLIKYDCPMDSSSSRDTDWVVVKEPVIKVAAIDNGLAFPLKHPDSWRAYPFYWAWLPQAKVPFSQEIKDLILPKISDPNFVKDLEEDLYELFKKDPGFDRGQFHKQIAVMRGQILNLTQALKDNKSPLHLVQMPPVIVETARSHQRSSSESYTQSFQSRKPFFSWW
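Compounds are screened against recombinant PI4K2A using PI as substrate and ATP, the latter dispensed at 300 microM. Reactions run one hour at ambient temperature before ADP-Glo detection; full inhibition defined by wells lacking enzyme.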
JMJD2A Tudor inh = qHTS Assay for Inhibitors of JMJD2A-Tudor Domain; Lysine-specific demethylase 4A (Homo sapiens), O75164; AlphaScreen JMJD2A-Tudor / H3K4me3 peptide binding; Potency, µM (titrated, usually from 114 µM), without a hit: at the highest dose activity change, negative = inhibition, actives largely listed as inhibitors; 390,000 tested, 4.4% active; also: potency is read from the fitted curve at half-maximal effect; % is scaled to controls: 0 for no effect and ±100 for the full control effect; nearly all actives have a fitted effect of over 50% in size
BAZ2B block = qHTS Assay for Inhibitors of BAZ2B | AID 504333, 2011 | Bromodomain adjacent to zinc finger domain protein 2B (Homo sapiens), Q9UIF8 | 360,000 tested, 4.4% active | Potency, µM (highest dose often 114 µM), for the others: top-dose activity change, negative = inhibition, usual class: inhibitors | AlphaScreen BAZ2B-H3K14Ac peptide displacement; also: potency is read from the fitted curve at half-maximal effect; % is scaled to controls: 0 for no effect and ±100 for the full control effect; nearly all actives have a fitted effect of over 60% in size
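BAZ2B (50 nM) with biotin-H3(5-23)K14Ac peptide (50 nM) in PBS pH 7.4, 0.01% Tween-20, preformed 30 min, then compound 30 min at room temperature; top concentration 110uM. AlphaScreen streptavidin donor/nickel chelate acceptor beads (10 ug/mL final), 20 min dark, signal read.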
Pin1 inh = qHTS Assay to Find Inhibitors of Pin1; Peptidyl-prolyl cis-trans isomerase NIMA-interacting 1 (Homo sapiens), Q13526; Pin1 FP peptide displacement, HiFluor488, 10 min; Potency, µM (top dose mostly 115 µM), inactives show at the highest dose activity, negative = inhibition, hits mostly inhibitors; 390,000 tested, 0.009% active; AID 504891, 2011; active = well fitted inhibition curve with a large enough effect in the polarisation, with a control signal flat, not every such curve was filed as active; inconclusive = small, poorly fitted or top-dose-only effect, or effect the other way, or a change in a side signal; inactive = no such curve, though single readings can be large or run the other way; the % refers to the polarisation; also: potency is read from the fitted curve at half-maximal effect; % is scaled to controls: 0 for no effect and ±100 for the full control effect
GLS inhibitor = qHTS for Inhibitors of Glutaminase (GLS); AID 624170, 2012; Glutaminase kidney isoform, mitochondrial (Homo sapiens), O94925; Potency, µM (doses to about 45.5 µM), without a hit: at the highest dose activity change, negative = inhibition, most hits filed as inhibitors; 410,000 tested, 0.21% active; GLS enzymatic activity, qHTS titration; also: potency is read from the fitted curve at half-maximal effect; % is scaled to controls: 0 for no effect and ±100 for the full control effect
Target sequence (O94925 whole entry, looked up, canonical isoform): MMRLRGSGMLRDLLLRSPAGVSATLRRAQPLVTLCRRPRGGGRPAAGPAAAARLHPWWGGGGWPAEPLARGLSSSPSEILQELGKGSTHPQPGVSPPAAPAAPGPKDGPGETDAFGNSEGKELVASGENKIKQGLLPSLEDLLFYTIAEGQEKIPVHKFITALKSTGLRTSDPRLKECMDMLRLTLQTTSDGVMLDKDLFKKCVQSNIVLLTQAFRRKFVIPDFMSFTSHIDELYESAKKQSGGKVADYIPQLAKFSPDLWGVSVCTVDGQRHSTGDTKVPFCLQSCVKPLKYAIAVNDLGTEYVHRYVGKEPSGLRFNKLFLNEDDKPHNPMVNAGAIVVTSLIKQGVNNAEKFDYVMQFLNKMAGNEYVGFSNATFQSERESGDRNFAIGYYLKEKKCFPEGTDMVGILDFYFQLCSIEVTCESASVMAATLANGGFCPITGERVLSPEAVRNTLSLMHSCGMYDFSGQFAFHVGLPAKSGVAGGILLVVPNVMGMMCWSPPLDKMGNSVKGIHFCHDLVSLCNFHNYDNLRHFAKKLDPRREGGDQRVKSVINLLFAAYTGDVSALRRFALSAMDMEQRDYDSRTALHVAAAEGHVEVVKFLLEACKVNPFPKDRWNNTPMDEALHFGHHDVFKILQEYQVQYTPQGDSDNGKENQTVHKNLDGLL
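hKGA in 45 mM KH2PO4 pH 8.2, 0.02% Tween-20 with pin-transferred compounds; 1 mM L-glutamine (stock) plus glutamate oxidase/HRP/Amplex Red coupling added. Fluorescence read initially and after 30 min at RT.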
Numbers without * were called inactive; i = inactive; ? = inconclusive; nt = not tested or not shown; [ ] = another dose, or the depositor's remark. Unless noted, calls follow the shape of the dose curve; as a rule, active = well fitted curve in the direction sought with a large enough effect; inconclusive = small, poorly fitted or top-dose-only effect, or another doubt; inactive = no such curve, though single readings can be large; an effect the other way counts as inactive or inconclusive.

Below each SMILES: ERG Ets-DNA blk, PGK inhibitor, HP1b binding inh, G9a block, PI4K2A block, JMJD2A Tudor inh, BAZ2B block, Pin1 inh, GLS inhibitor
1	COCCCNC(=S)NCCCNc1nc2cc3c(cc2cc1C#N)OCO3
  nt, nt, 3%, ?, -1, 17%, 16%, -1%, -12%
2	COc1ccc(C2=NOC3(CC(=O)N(c4ccc(Cl)cc4)C3=O)C2)c(OC)c1 (stereo unspecified)
  6%, 0%, 22%, 2%, -3, -10%, -3%, 34%[activator], 1%
3	Cc1cc(OCc2cc(C(=O)N(Cc3nccn3C)C(C)C)no2)cc(C)c1Cl
  10%, -7%, 0%, ?, -2, ?, ?, -9%, 8%
4	CC(C)(C)c1ccc(C(=O)NCC(=O)NNC(=O)c2ccccc2O)cc1
  15%, -5%, 25%, 48%[activator], -2, -13%, 0%, 1%, 23%
5	CCOc1ccc(OCC(=O)OC(C)C(=O)Nc2ccc(Cl)cn2)cc1 (stereo unspecified)
  8%, 5%, 26%, ?, 1, -5%, 16%, 0%, 7%
6	CCOc1ccc(NC(=O)CN2CCN(C(=O)c3ccco3)CC2)cc1S(=O)(=O)N1CCCC1
  -6%[15.4 µM], -5%, 20%, 9%[12.7 µM], 2, -10%, -4%, -5%, 2%
7	Cc1cc(C)c2sc(NC(=O)CN3C(=O)CCC3=O)nc2c1
  3%, -5%, 50%[activator], 11%, -2, -1%[11.4 µM], 4%, -6%, 3%
8	CC(C)(C)OC(=O)NCc1ccc(NC(=O)c2nc[nH]c2C(=O)NCCCCCCNC(=O)c2[nH]cnc2C(=O)Nc2ccc(CNC(=O)OC(C)(C)C)cc2)cc1
  -5%, -1%, 28%, nt, -2, -18%, nt, 2%, 8%
9	CCCOc1ccc(C(=O)CCC(=O)NNC(=O)c2cccs2)cc1
  -10%, i, 42%[activator], 25%[12.7 µM], -3, -2%, 0%, -1%, 7%
10	Cc1cc(-c2ccccc2N)n[nH]1
  3%, 4%, 19%, 50µM*, 8, -12%, ?, 0%, 22%
11	CC(C(=O)Nc1ccccc1C(F)(F)F)n1nnc2sc3c(c2c1=O)CCCC3 (stereo unspecified)
  1%, nt, -3%, 14µM*, 4, -20%, -17%, 24%, -1%
12	CCOC(=O)C1(Cc2cccc(OC)c2)CCCN(Cc2cc(OC)c(O)c(OC)c2)C1 (stereo unspecified)
  -2%, -7%, 23%, nt, -6, -21%, 3%[0.457 µM], -1%, 13%
13	O=C(NNc1ccc(C(F)(F)F)cc1[N+](=O)[O-])c1ccc(NS(=O)(=O)c2ccc(F)cc2)cc1
  3%, ?, ?, 25µM*, -25, 22µM*, 10µM*, -10%, 3%
14	Nc1n[nH]c2cc(=O)n(-c3ccc(Cl)cc3)nc12
  -3%, nt, 44%[activator], 45µM*, -2, -9%, -10%, ?, 22%
15	CCC(C)[C@H](NC(=O)CCn1nnc2ccccc2c1=O)C(=O)O (stereo partly specified)
  -13%, -3%, 24%, 4%, 3, -5%, 1%, 0%, -2%
16	CC1=C(C(=O)OCc2ccccc2)C(c2ccc(Cl)cc2)NC(=O)N1CCCCCC(=O)O (stereo unspecified)
  -1%, 4%, 15%, -20%, -4, -18%, -8%, -2%, 9%
17	Fc1ccc(C(c2nnnn2C2CCCCC2)N2CCCC2)cc1 (stereo unspecified)
  9%, i, 40%[activator], nt, -2, -3%, ?, -2%, -6%
18	O=C(NCCc1c[nH]c2ccccc12)c1cnc2n(c1=O)CCS2
  -4%, -4%, 37%, ?, -4, -9%, 9%, -3%, 4%
19	CC(C)CCNC(=O)c1cc2cc(S(=O)(=O)N3CCCCC3)ccc2n1C
  -4%, -1%, 19%[57 µM], 5%[59 µM], 2, -18%, 4%, 3%, 8%
20	CC(C(=O)NCc1ccccn1)N1C(=O)c2ccccc2C1=O (stereo unspecified)
  -7%, -4%, 31%, 12%[59 µM], -9, -15%, 5%, 2%, -3%
21	CNC(=S)N/N=C/c1ccco1
  0%, -1%, 34%, 11%, 8, -11%[11.4 µM], -9%, -6%, 25%
22	CC(C)C1NC(=S)N(C2CCCCC2)C1=O (stereo unspecified)
  -3%, -3%, 51%[activator], 14%, -6, ?, 3%, -11%, 7%
23	CCC(=O)c1ccccc1OCCCN1C(=O)NC(C)(C)C1=O
  -11%, -5%, 24%, 8%[12.7 µM], 2, -9%, 8%, -2%, -3%
24	CC(C)=CC(=O)OCC(=O)Nc1nc(C)c(Cl)cc1Cl
  1%, -5%, 43%[activator], 8%, -6, -10%[57.1 µM], 17%, -2%, -1%
25	COc1ccc(CC(=O)NCc2ccco2)cc1OC
  nt, nt, 1%, -24%[12.7 µM], 0, -11%, 6%, -8%, 13%
26	COc1cc(C(C)=O)ccc1OCC(=O)NC(=O)Nc1ccc(C)cc1C
  -14%, -10%, 32%, nt, -1, -1%, nt, 0%, -4%
27	Cc1ccc(CN2CCN(C3CCN(S(=O)(=O)N(C)C)CC3)C(=O)C2=O)cc1
  1%, -9%, 18%, -9%[59 µM], 2, -13%, -6%, 1%, 5%
28	COc1ccc(/C=C/C(=O)Nc2cccc(S(=O)(=O)NC3=NCCCCC3)c2)cc1OC
  2%, 1%, 26%, 22%[12.7 µM], 0, -12%, 9%, 2%, 1%
29	O=C(c1cccc(N2C(=O)C3CC=CCC3C2=O)c1)N1CCCc2ccccc21 (stereo unspecified)
  -5%, 5%, 9%, -48%, 0, -17%, -28%, -4%, 2%
30	CCCc1cc(=O)[nH]c2nnc(SCC(=O)NCc3ccc4c(c3)OCO4)n12
  -5%, -5%, 15%, 11%[2.33 µM], -1, -6%, 2%, 0%, -10%
31	Cc1cccc(CN2CCN(c3nc4nonc4nc3NC3CC3)CC2)c1
  -13%, -10%, 22%, -30%, -1, -2%, ?, ?, 9%
32	COc1ccc(CCNC(=O)CN2C(=O)NC3(CCCCC3)C2=O)cc1
  4%, -10%, 46%[activator], nt, -5, 2%, nt, 3%, -16%
33	Cc1ccc(N(CC(=O)Nc2cc(Cl)ccc2Oc2ccccc2)S(C)(=O)=O)cc1C
  2%, -10%, 23%, 16%, 4, -9%, -3%, -4%, -5%
34	CC1CCN(CCn2c(=S)[nH]c3cc4c(cc3c2=O)OCO4)CC1
  -14%, -7%, 31%, -40%, 2, -10%, nt, 0%, 0%
35	N#Cc1ccc(NC(=O)Nc2ccc(Cl)cc2)cc1
  -2%, -3%, 58%[activator], 9%[59 µM], 1, -8%[11.4 µM], -1%, -10%, -4%
36	CC(=O)OCC1OC(OCc2cn(C[C@H]3CC[C@H](Cn4cc(COC5OC(COC(C)=O)C(OC(C)=O)C(OC(C)=O)C5OC(C)=O)nn4)O3)nn2)C(OC(C)=O)C(OC(C)=O)C1OC(C)=O (stereo partly specified)
  10%, i, 30%, nt, 2, -10%, -3%, -1%, 1%
37	CCOC(=O)c1c(C)oc2ccc(N(C(=O)Oc3ccccc3)S(=O)(=O)c3ccc(CC)cc3)cc12
  0%, i, 30%, -39%[59 µM], -2, -13%, 2%, 11%, 0%
38	O=C(Nc1cccc(C(F)(F)F)c1)N1CCC(c2nc(-c3ccc(F)cc3)no2)CC1
  -11%, 2%, 34%, 21%[12.7 µM], 5, -3%, -2%, 5%, 7%
39	COc1cc2c(cc1OC)C(COc1ccc3c(C)cc(=O)oc3c1)N(C(=O)Cc1ccc(F)cc1)CC2 (stereo unspecified)
  8%, -8%, 15%, 4%[59 µM], 1, -10%, 4%, 1%, 0%
40	CC(C)c1ccc(OCC(=O)NCc2ccco2)cc1
  13%, -7%, 8%, 3%[59 µM], 0, -5%, -30%, -16%, 1%
41	CC[n+]1c(/C=C/N(C)c2ccccc2)n(-c2ccccc2)c2ccc(-c3nc4ccccc4s3)cc21
  36%[activator], 9%, -13%, 25µM*, -5, 35µM*, -18%, 65%[activator], 27%
42	Cc1cn(CC(=O)N[C@H](C)c2cccc3ccccc23)c(=O)[nH]c1=O
  4%, i, 10%, nt, 2, -19%, nt, 5%, -1%
43	Cc1ccsc1C1C(C#N)=C(N)N(N(C)C)C2=C1C(=O)CCC2 (stereo unspecified)
  9%, i, 39%[activator], 18%, -2, -12%, 1%, 10%, -16%
44	COc1ccc(NC(=O)c2cc(-c3cccc(OC)c3)on2)cc1
  11%, 3%, 24%, -6%, 2, 1%, nt, 10%, 12%
45	O=C(NC1CCCCC1)C(Cc1ccccc1)NS(=O)(=O)c1cccs1 (stereo unspecified)
  nt, nt, 19%, -2%, -4, -15%, -3%, 0%, 4%
46	CCOc1ccc2nc(N3CCCC(C(=O)NCCc4ccc(SC)cc4)C3)sc2c1 (stereo unspecified)
  3%, 1%, 26%, -20%[59 µM], 2, -6%, -3%, 1%, 1%

High-throughput results: PubChem, National Center for Advancing Translational Sciences (NCATS)
